# NFkB transloc pot = enhancers of NFkB p65 translocation in HUVEC – imaging, IL-1B stimulus, high-content imaging, primary screen. HUVEC IL-1B NFkB p65 nuclear translocation imaging. activation, % at 2 µM. actives 0.3% (n = 94,000);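 active = activation above 40%, about the mean plus 3 SD, also judged a hit on visual image review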;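 note: percent activation is computed from the nuclear over cytoplasmic p65 intensity ratio; values of inactives mirror those of a sister screen read the other way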
# MRP reversal = reversal of MRP1-mediated doxorubicin resistance, primary screen, H69AR cells, doxorubicin co-treatment; AID 602, 2007; H69AR cells + 2 uM doxorubicin, CellTiter-Glo, 72 h; differential viability (reversal), % at 10 µM; actives 0.04% (n = 85,000);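 active = viability drop by adding the cancer drug above about 55%, with treated viability meeting a 40% cutoff, limit read from the data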;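 note: viability without doxorubicin minus viability with 2 µM doxorubicin for each compound; larger differential means the compound sensitizes cells more to doxorubicin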
# PLAP inhibition = PLAP enzyme inhibitors, biochemical, luminescence, HTS (AID 690) | Alkaline phosphatase, placental type (Homo sapiens) | actives 0.08% (n = 96,000) | purified PLAP, luminescent substrate; higher % means a stronger effect | one-dose inhibition, % at 20 µM; IC50 in µM for titrated hits; in the data active = a potency from the dose series; inactive = the rest, 99 in 100 with inhibition below about 30%; note: strong numbers were not always called active
# NFkB transloc inh = inhibitors of IL-1B driven NFkB p65 nuclear import, primary screen, imaging, HUVEC, IL-1B stimulus, high-content imaging. HUVEC IL-1B NFkB p65 nuclear translocation imaging. inhibition, % at 2 µM. actives 0.43% (n = 94,000). AID 796, 2007;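 active = inhibition above about 30% together with a positive call from visual inspection of the well image, limit read from the data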;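 note: nuclear over cytoplasmic p65 intensity ratio measured by imaging; 0% = IL-1B stimulated DMSO wells and 100% = unstimulated DMSO wells; values of inactives mirror those of a sister screen read the other way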
# Bcl-B TR3 displacers = displacers of TR3 peptide from Bcl-B, primary screen, selectivity assay for Bfl-1 inhibitor project, biochemical, fluorescence polarization. actives 0.11% (n = 96,000). AID 748, 2007. Bcl-2-like protein 10 (Homo sapiens). one-dose displacement, % at 20 µM; IC50 in µM for titrated hits. FP displacement of FITC-TR3 peptide from Bcl-B; higher % means a stronger effect;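 active = displacement above 50% at 20 µM plus a fluorescence interference ratio under 1.5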;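 note: plate controls were wells without compound for no effect and wells lacking Bcl-B protein for full effect; a part of the inactive calls stands beside numbers as strong as those of hits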
# MRP reversal cytotoxicity = recorded beside MRP reversal, whose call it bears; viability, %; H69AR cells, CellTiter-Glo, 72 h; measured here: cytotoxicity without doxorubicin
# MRP reversal with doxorubicin = also measured in MRP reversal; calls as there; viability, %; measured here: viability with 2 uM doxorubicin; stronger effect = lower value
# NFkB transloc inh cell count 2 µM = recorded beside NFkB transloc inh, whose call it bears; cell count; measured here: cells passing quality filter;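 raw number of nuclei counted in each imaged well without normalization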
# NFkB transloc pot cell count 2 µM = recorded beside NFkB transloc pot, whose call it bears; cell count; measured here: cells passing quality filter
# * hit, by the source's call; . = not tested or not shown. Only part of the results is shown; rates above refer to the full screens.
item	SMILES	NFkB transloc pot	NFkB transloc pot cell count 2 µM	MRP reversal	MRP reversal cytotoxicity	MRP reversal with doxorubicin
1	Cc1ccc(Cn2ccc(=O)c(Cc3c(Cl)cccc3Cl)c2C)cc1	0.5	182	.	.	.
2	O=C(Nc1ccc(Cl)cc1)N1CCc2[nH]c3ccccc3c2C1	7.8	156	0.2	48.7	48.5
3	Cc1nc2c(C(=O)N3CCOCC3)cnn2c(C)c1Cc1cccc(Cl)c1	8.6	141	2.6	90.0	87.5
4	O=C(O)CCN1C(=O)c2ccc(Oc3ccc4c(c3)C(=O)N(CCC(=O)O)C4=O)cc2C1=O	-8.3	175	.	.	.
5	COc1ccc(C(=O)/C=C(\N)C(F)(F)F)c(O)c1	.	.	-8.0	73.7	81.7
6	CCC(=O)n1nc(-c2ccccc2)nc1N	10.3	142	-7.8	84.6	92.4
7	Cc1ccc(C)c(NS(=O)(=O)c2cc(C(=O)Nc3cccc(N(C)S(C)(=O)=O)c3)ccc2C)c1	3.9	127	.	.	.
8	COc1ccccc1NC(=O)Cn1nc(-c2ccc(Cl)cc2)c2ccccc2c1=O	-2.8	53	-32.8	35.2	68.0
9	CCc1nnc(NC(=O)CSc2ncnc3scc(-c4ccc(C)cc4)c23)s1	19.1	115	.	.	.
10	Cc1ccc(S(=O)(=O)NC(CC(=O)NCC2CCCO2)c2ccco2)cc1 (configuration not stated)	2.5	175	10.1	105.7	95.6
11	Cc1ccc(C(=O)N2CCN(C(=O)c3ccc(C)c(C)c3)C(C)C2)cc1C (configuration not stated)	7.7	73	0.5	59.4	58.9
12	Cc1noc(C)c1CSc1nc2[nH]ncc2c(=O)n1-c1ccccc1	7.0	139	.	.	.

item	PLAP inhibition	NFkB transloc inh	NFkB transloc inh cell count 2 µM	Bcl-B TR3 displacers
1	-13.8%	-0.5	182	34.1%
2	11.5%	-7.8	156	-11.2%
3	-9.5%	-8.6	141	0.4%
4	8.2%	8.3	175	-6.1%
5	33.5%	.	.	4.3%
6	-0.5%	-10.3	142	5.3%
7	-34.7%	-3.9	127	0.0%
8	-57.1%	2.8	53	-2.1%
9	-0.5%	-19.1	115	-19.8%
10	10.3%	-2.5	175	-3.6%
11	.	-7.7	73	.
12	.	-7.0	139	.

# Shown screen by screen: eleven of the compounds above.
2	O=C(Nc1ccc(Cl)cc1)N1CCc2[nH]c3ccccc3c2C1
3	Cc1nc2c(C(=O)N3CCOCC3)cnn2c(C)c1Cc1cccc(Cl)c1
4	O=C(O)CCN1C(=O)c2ccc(Oc3ccc4c(c3)C(=O)N(CCC(=O)O)C4=O)cc2C1=O
5	COc1ccc(C(=O)/C=C(\N)C(F)(F)F)c(O)c1
6	CCC(=O)n1nc(-c2ccccc2)nc1N
7	Cc1ccc(C)c(NS(=O)(=O)c2cc(C(=O)Nc3cccc(N(C)S(C)(=O)=O)c3)ccc2C)c1
8	COc1ccccc1NC(=O)Cn1nc(-c2ccc(Cl)cc2)c2ccccc2c1=O
9	CCc1nnc(NC(=O)CSc2ncnc3scc(-c4ccc(C)cc4)c23)s1
compound no.	2	3	4	5	6	7	8	9
NFkB transloc pot	7.8	8.6	-8.3	.	10.3	3.9	-2.8	19.1
NFkB transloc pot cell count 2 µM	156	141	175	.	142	127	53	115
MRP reversal	0.2	2.6	.	-8.0	-7.8	.	-32.8	.
MRP reversal cytotoxicity	48.7	90.0	.	73.7	84.6	.	35.2	.
MRP reversal with doxorubicin	48.5	87.5	.	81.7	92.4	.	68.0	.
PLAP inhibition	11.5%	-9.5%	8.2%	33.5%	-0.5%	-34.7%	-57.1%	-0.5%
NFkB transloc inh	-7.8	-8.6	8.3	.	-10.3	-3.9	2.8	-19.1
NFkB transloc inh cell count 2 µM	156	141	175	.	142	127	53	115
Bcl-B TR3 displacers	-11.2%	0.4%	-6.1%	4.3%	5.3%	0.0%	-2.1%	-19.8%

10	Cc1ccc(S(=O)(=O)NC(CC(=O)NCC2CCCO2)c2ccco2)cc1 (configuration not stated)
11	Cc1ccc(C(=O)N2CCN(C(=O)c3ccc(C)c(C)c3)C(C)C2)cc1C (configuration not stated)
12	Cc1noc(C)c1CSc1nc2[nH]ncc2c(=O)n1-c1ccccc1
compound no.	10	11	12
NFkB transloc pot	2.5	7.7	7.0
NFkB transloc pot cell count 2 µM	175	73	139
MRP reversal	10.1	0.5	.
MRP reversal cytotoxicity	105.7	59.4	.
MRP reversal with doxorubicin	95.6	58.9	.
PLAP inhibition	10.3%	.	.
NFkB transloc inh	-2.5	-7.7	-7.0
NFkB transloc inh cell count 2 µM	175	73	139
Bcl-B TR3 displacers	-3.6%	.	.

# Continuation.
item	SMILES	NFkB transloc pot	NFkB transloc pot cell count 2 µM	MRP reversal	MRP reversal cytotoxicity	MRP reversal with doxorubicin
13	CCOC(=O)N1CCN(C(=O)c2ccc(S(=O)(=O)c3ccc(C)cc3)c(NC(C)=O)c2)CC1	-0.5	126	8.4	85.8	77.4
14	CCOC(=O)c1sc2nc(N3CCCC3)c3c(c2c1N)CC(C)(C)OC3	5.7	95	.	.	.
15	Cc1cc(Nc2ccccc2)nc(-c2ccccc2O)n1	-11.6	157	.	.	.
16	O=C(Oc1cccc(Nc2ncnc3ccccc23)c1)c1ccccc1Cl	5.2	94	.	.	.
17	CCc1nnc(NC(=O)c2ccc(S(=O)(=O)N3CCN(Cc4ccccc4)CC3)cc2)s1	.	.	22.0	104.1	82.1
18	O=C(Cn1ccsc1=NC(=O)C(F)(F)F)c1ccccc1	-1.8	150	.	.	.
19	COC(=O)C1=C(N)OC2=C(C(=O)CCC2)C1c1cccs1 (configuration not stated)	1.8	154	10.3	93.0	82.7
20	COc1nc(-c2ccccc2)ccc1-c1noc(-c2ccc(F)cc2)n1	.	.	-4.3	60.9	65.1
21	O=C(NC1=NCCS1)c1ccc(OCC2CCCO2)cc1 (configuration not stated)	-12.8	105	.	.	.
22	Cc1nc(N2CCN(S(=O)(=O)c3cccc4nonc34)CC2)c2c3c(sc2n1)CCCC3	.	.	51.8	95.2	43.5
23	O=C(CSc1nnc(-c2cccnc2)n1-c1ccccc1)Nc1ccccc1	7.4	125	0.2	85.4	85.2
24	COc1cc2c(cc1NC(=O)/C=C/c1ccccc1)oc1ccccc12	-3.0	190	.	.	.

item	PLAP inhibition	NFkB transloc inh	NFkB transloc inh cell count 2 µM	Bcl-B TR3 displacers
13	-18.6%	0.5	126	-2.2%
14	-1.8%	-5.7	95	-1.1%
15	-9.4%	11.6	157	1.1%
16	-21.6%	-5.2	94	-2.4%
17	-28.8%	.	.	4.0%
18	1.9%	1.8	150	-2.5%
19	22.6%	-1.8	154	0.7%
20	31.7%	.	.	-44.6%
21	6.0%	12.8	105	9.4%
22	-59.1%	.	.	-7.5%
23	.	-7.4	125	.
24	14.8%	3.0	190	-10.3%

# Next compounds follow.
item	SMILES	NFkB transloc pot	NFkB transloc pot cell count 2 µM	MRP reversal	MRP reversal cytotoxicity	MRP reversal with doxorubicin
25	O=C(Nc1cccc(-c2nnc(-c3ccco3)o2)c1)C(c1ccccc1)c1ccccc1	6.2	187	-6.5	77.7	84.2
26	CCOC(=O)c1[nH]c2cc(OC)c(OC)cc2c1NC(=O)CN1CCN(c2ccc(OC)cc2)C(C)C1 (configuration not stated)	4.4	188	-10.1	59.5	69.6
27	CCc1ccccc1NS(=O)(=O)c1ccc2[nH]cc(C(=O)NCC3CCCO3)c(=O)c2c1 (configuration not stated)	-1.9	168	-3.6	102.8	106.4
28	COc1ccc(N2CC(C(=O)NCCCN3CCOCC3)CC2=O)cc1 (configuration not stated)	12.7	144	7.7	103.2	95.6
29	COc1ccc(C(=O)c2c(C(F)(F)F)oc3c2C(=O)c2ccccc2C3=O)cc1	31.7	148	-22.1	81.5	103.7
30	COc1ccc(N(CC(=O)N2CC=C(c3ccccc3)CC2)S(=O)(=O)c2c(C)noc2C)cc1	24.7	185	8.4	77.2	68.8
31	Cc1cc(Cl)cc2c1NC(=O)[C@]21[C@@H]2C(=O)N(Cc3ccccc3)C(=O)[C@@H]2[C@@H]2CCCN21	6.7	174	-2.9	88.2	91.1
32	O=C(CCCCCN1C(=O)c2ccccc2C1=O)NCc1ccco1	-14.4	128	-4.6	87.6	92.2
33	CCN1CCCC1CNC(=O)Cn1cccc1C(=O)c1ccccc1 (configuration not stated)	4.5	129	3.0	90.8	87.8
34	O=c1cc(-c2ccccc2)nc2nc[nH]n12	5.8	171	-2.8	94.6	97.4
35	CCC(C)Oc1ccccc1C1CC(=O)NC2=C1C(=O)CCC2 (configuration not stated)	18.7	188	.	.	.
36	CCOC(=O)C1CCCN(CC(=O)Nc2c(C(=O)OC)[nH]c3ccc(C)cc23)C1 (configuration not stated)	14.2	153	7.2	76.1	68.9

item	PLAP inhibition	NFkB transloc inh	NFkB transloc inh cell count 2 µM	Bcl-B TR3 displacers
25	-57.7%	-6.2	187	-23.1%
26	-86.1%	-4.4	188	8.1%
27	.	1.9	168	.
28	-8.0%	-12.7	144	5.5%
29	-17.0%	-31.7	148	14.4%
30	-0.1%	-24.7	185	-4.4%
31	-28.2%	-6.7	174	2.2%
32	7.6%	14.4	128	3.4%
33	-8.4%	-4.5	129	0.0%
34	-3.4%	-5.8	171	0.2%
35	-4.5%	-18.7	188	-4.4%
36	-39.3%	-14.2	153	2.1%

# The list continues.
item	SMILES	NFkB transloc pot	NFkB transloc pot cell count 2 µM	MRP reversal	MRP reversal cytotoxicity	MRP reversal with doxorubicin
37	COc1ccc(CNc2ccc(C)cc2)cc1Br	15.6	124	3.6	96.4	92.9
38	COc1cc(-c2noc(CCCC(=O)NCc3ccccc3)n2)cc(OC)c1OC	18.9	73	-11.6	65.8	77.4
39	O=c1[nH]c(=O)n(CCOc2ccc(Cl)cc2)cc1Br	-9.7	135	22.4	102.8	80.3
40	CCOC(=O)CS(=O)(=O)c1nc(-c2ccccc2)cc(C(F)(F)F)n1	-9.1	86	-0.3	1.6	1.9
41	CCS(=O)(=O)N1CCN(CC2CC3C=CC2C3)CC1 (configuration not stated)	3.4	74	9.7	95.1	85.4
42	O=S(=O)(NC1CC1)c1cccc(S(=O)(=O)N2CCCC2)c1	9.9	113	0.1	100.4	100.3
43	COc1ccc(S(=O)(=O)N2CCC(C(=O)Nc3ccccc3C)CC2)c2cccnc12	3.3	136	-8.1	69.4	77.5
44	Cc1cccc(C)c1N(CC(O)Cn1c2ccccc2c2ccccc21)S(C)(=O)=O (configuration not stated)	24.9	73	-19.4	21.0	40.4
45	CC(=NCc1ccco1)c1c(O)n(C2CCCCC2)c(=O)[nH]c1=O	2.3	116	-9.6	74.8	84.4
46	O=c1[nH]c2ccccc2nc1C(Cl)c1ccccc1 (configuration not stated)	4.3	192	-4.5	78.3	82.8
47	O=C(N/N=C/C=C/c1ccccc1)c1n[nH]c2c1CCC2	-33.7	84	.	.	.
48	COc1cccc(CNCC(=O)N2C(C)CCCC2C)c1 (configuration not stated)	-8.6	137	1.6	97.6	96.0
49	COc1ccc(-n2c(C)c(C(C)=O)c(C(C)=O)c2C)cc1OC	-5.0	118	2.5	99.3	96.9
50	CC(=O)Nc1cccc(NC(=O)CSc2nnc(Cc3cccn3C)n2CCc2ccccc2)c1	-10.2	144	12.6	96.8	84.2
51	CCOC(=O)N1CCN(C(=O)CN(c2cccc(C)c2)S(=O)(=O)c2ccccc2)CC1	15.8	134	2.5	95.1	92.6

item	PLAP inhibition	NFkB transloc inh	NFkB transloc inh cell count 2 µM	Bcl-B TR3 displacers
37	.	-15.6	124	.
38	-81.3%	-18.9	73	-1.0%
39	-10.8%	9.7	135	0.2%
40	-48.3%	9.1	86	3.7%
41	-44.2%	-3.4	74	-4.9%
42	-23.1%	-9.9	113	8.6%
43	-72.9%	-3.3	136	-4.4%
44	-79.9%	-24.9	73	-9.2%
45	-56.7%	-2.3	116	-6.3%
46	-5.2%	-4.3	192	4.4%
47	-141.4%	33.7*	84*	-31.0%
48	-27.4%	8.6	137	-10.1%
49	-11.7%	5.0	118	3.2%
50	-42.8%	10.3	144	-7.1%
51	-46.9%	-15.8	134	-2.2%

# Source: PubChem BioAssay (several laboratories)
